Bioassay records: PubChem, several laboratories
Diaphorase act: compounds boosting diaphorase resazurin reduction – biochemical, uHTS, resorufin fluorescence, counter-screen for diaphorase-coupled primary assays, primary screen | activation factor at 20 µM | 190,000 compounds, 0.005% hits | Diaphorase/resazurin coupled assay, 16 min; stronger effect = higher value; 1 = vehicle wells, 0 = NADH-free wells | AID 1229, 2008;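 active = diaphorase activity raised at least twofold by the compound at 20 µM; inactive = activation factor below 2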
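Assay system: bacterial diaphorase enzyme (C. kluyveri) / Input: enzyme 0.07 U/mL final / Medium: 50 mM HEPES pH 7.4 with 4.542 mM MgCl2, 0.005% Tween 20 / Doses: single compound dose of 20 µM, 1% DMSO final / Incubation: 16 min enzyme reaction, ambient temperature / Signal: fluorescence, excitation 544 nm and emission 590 nm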
APP 5'UTR act: activators of APP 5'UTR luciferase reporter, primary screen, SH-SY5Y cells. activation, % at 2 µM. 190,000 compounds, 1% hits. AID 1276, 2008. SH-SY5Y APP 5'UTR luciferase reporter, luminescence; zero percent = DMSO vehicle wells;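 active = activation above a set limit, based on mean plus 3 SD of controls, cut at about 140% in these data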; also: values of inactives mirror those of a sister screen read the other way
G6PDH CS: L. mesenteroides G6PDH inhibitors, counter-screen for G6PDH-coupled screening assays, biochemical, Leuconostoc mesenteroides enzyme; glucose-6-phosphate dehydrogenase [Leuconostoc mesenteroides]; Purified L. mesenteroides G6PDH, diaphorase/resazurin coupled fluorescence, 45 min; inhibition, % at 5 µM; 200,000 compounds, 0.12% hits; AID 1020, 2008; in the data active = inhibition above about 50%
STAT1 activator: STAT1 signaling activators, primary screen, cell-based, HTS, luciferase reporter; NIH 3T3 STAT1-luciferase reporter, IFN-gamma, luminescence; 100% = IFN-gamma alone, no compound; activation (% of control), % at 5.5 µM; 200,000 compounds, 2.6% hits;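 active = activation above the screen-wide mean activation plus 3 SD, cut at about 130% in these data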;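 also: raw ratio to IFN-gamma control signal so 100% means no change and 0% no light; values of inactives mirror those of a sister screen read the other way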
FLuc act counter: FLuc activators, initial screening, artefact control for FLuc-dependent activation tests, biochemical, ATPlite luminescence; activation factor at 10 µM; Luciferin 4-monooxygenase (Photinus pyralis), P08659; 200,000 tested, under 10 active; ATPlite luciferase biochemical, 10 min; 0 = ATP-free wells, 1 = DMSO control; AID 1027, 2008;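 active = luciferase activation factor, scaled between plate controls, of at least 2 with compound at 10 µM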
Target sequence (P08659 whole entry, looked up): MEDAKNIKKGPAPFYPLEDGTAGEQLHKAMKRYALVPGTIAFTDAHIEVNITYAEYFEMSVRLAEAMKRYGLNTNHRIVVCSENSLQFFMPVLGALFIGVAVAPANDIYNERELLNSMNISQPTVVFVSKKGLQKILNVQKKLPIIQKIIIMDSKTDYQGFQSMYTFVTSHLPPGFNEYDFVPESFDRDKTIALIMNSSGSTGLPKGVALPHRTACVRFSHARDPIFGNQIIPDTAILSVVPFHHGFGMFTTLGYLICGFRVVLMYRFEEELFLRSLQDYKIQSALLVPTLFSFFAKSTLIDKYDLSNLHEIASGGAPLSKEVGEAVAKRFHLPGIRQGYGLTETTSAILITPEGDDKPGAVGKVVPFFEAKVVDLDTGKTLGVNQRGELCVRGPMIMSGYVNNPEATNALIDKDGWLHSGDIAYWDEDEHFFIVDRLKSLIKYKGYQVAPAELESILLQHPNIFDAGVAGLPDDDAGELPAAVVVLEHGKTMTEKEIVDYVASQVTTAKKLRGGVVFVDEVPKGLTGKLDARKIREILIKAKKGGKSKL
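Material: luciferase plus luciferin reagent, cell-free. Medium: PBS buffer for ATP. Also added: ATP substrate, dispensed from a 10.24 µM working solution in PBS. Doses: test compounds dosed from 2 mM stocks in 100% DMSO. Incubation: 10 min post-reagent at room temperature. Technique: light output (luminescence). Read-out basis: luminescence gain marking luciferase activators.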
Diaphorase inh: diaphorase inhibitors and chemical oxidizers, primary screen, counter-screen for diaphorase-coupled primary assays, biochemical, uHTS, resorufin fluorescence; diaphorase resazurin-to-resorufin fluorescence, NADH, 16 min; bacterial (C. kluyveri) enzyme, not human; inhibition, % at 20 µM; 190,000 compounds, 0.69% hits;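 active = primary screen inhibition at 20 µM above a set limit, cut at about 50% in these data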;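 also: plate controls were DMSO with full reaction for no effect and wells lacking NADH for full effect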
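Assay system: diaphorase enzyme from Clostridium kluyveri; Input: enzyme working solution with 0.14 U/mL diaphorase; Timing: 16 min at room temperature; Technique: resorufin fluorescence, excitation 544 nm, emission 590 nm; Benchmarks: positive control minus NADH, DMSO neutral control.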
FLuc inhib CS: firefly luciferase enzyme inhibitors, primary screen, artefact control for luciferase-based inhibitor screens, biochemical, luminescence, ATPLite; 10 min; Luciferin 4-monooxygenase (Photinus pyralis), P08659; inhibition, % at 10 µM; 200,000 compounds, 1.5% hits;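 active = inhibition above about 50% when tested at 10 µM, limit read from the data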
NF-kB expr up: activators of NF-kB expression in neurons, primary screen, cell-based, HTS | human neuronal cells, NF-kB reporter expression; stronger effect = higher value | fold change at 12.5 µM | 190,000 compounds, 1.6% hits | AID 1239, 2008; in the data active = fold change above about 3.3
TLR4 MyD88 comp: inhibitors of TLR4-MyD88 association in cells, primary screen, cell-based, HeLa CL3-4, BLA complementation, FRET ratio | Toll-like receptor 4 (Homo sapiens) + Myeloid differentiation primary response protein … | HeLa CL3-4 TLR4/MyD88 BLA complementation | inhibition, % at 8.4 µM | 200,000 compounds, 0.18% hits | AID 861, 2007; in the data active = inhibition above about 25%;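 also: 0% = vehicle and 100% = reference inhibitor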
APP 5UTR inh: inhibitors of APP translation via 5'UTR reporter, primary screen, APP 5'UTR luciferase, SH-SY5Y cells; SH-SY5Y APP 5'UTR-luciferase reporter, luminescence; inhibition, % at 2 µM; 190,000 compounds, 0.82% hits; AID 1285, 2008;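 active = inhibition above a set limit, derived from the sample mean plus 3 SD, cut at about 45% in these data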; also: values of inactives mirror those of a sister screen read the other way
Starred values were filed as active, the others as inactive.

No.	canonical_smiles	APP 5UTR inh	NF-kB expr up	TLR4 MyD88 comp	Diaphorase act	Diaphorase inh	FLuc inhib CS	FLuc act counter	STAT1 activator	APP 5'UTR act	G6PDH CS
1	CCCC(=O)Nc1nn(CCC)c2nc3ccccc3cc12	-6	0.77	5	1	3	2	1	91	6	3
2	COc1ccccc1NS(=O)(=O)c1cc(NC(=O)c2ccc(Cl)nc2)ccc1Cl	10	0.35	2	0.9	5	-5	1.1	97	-10	0
3	O=c1[nH]c(CSc2nc(-c3ccccc3)cs2)nc2ccccc12	-3	1.2	-2	0.8	18	0	1	98	3	12
4	C=CCNC(=O)c1c(Cl)cccc1Cl	5	1.1	2	1	0	-6	1.1	107	-5	5
5	CCN(CC)c1ccc(C(=O)OCC(=O)N2CCN(c3ccccc3)CC2)cc1	0	1.3	-2	0.9	11	2	1	95	-1	-3
6	COc1cc(S(=O)(=O)N2CCN(C)CC2)c(OC)cc1Cl	-5	1.2	1	0.9	14	-8	1.1	96	5	-9
7	CCOc1ccc(OCc2ccc(C(=O)N3CCCC(C)C3)cc2)cc1 (stereo not drawn)	-44	1.3	-20	0.9	13	-3	1	98	44	4
8	Cc1ccccc1-n1cnnc1SCC(=O)N1CCN(c2ccccc2)CC1	-4	0.97	0	1	0	-11	1.1	100	4	1
9	C/C(=N\NC(=O)COc1ccc(C#N)cc1)c1ccccc1OC(F)F	8	1.1	-11	0.9	6	-2	1	105	-8	-5
10	CNC(=O)CSc1nnc(-c2ccc(S(=O)(=O)N3CCCC3)cc2)n1-c1cccc(C)c1C	14	1.1	2	0.8	16	-7	1.1	101	-14	7
11	CCN(CC)S(=O)(=O)c1ccc(C(=O)NCCCN=C2NS(=O)(=O)c3ccccc32)cc1	-1	1.2	-8	0.8	17	-8	1.1	92	1	6
12	CCN(CC)CCCNC(=O)CSc1nc2c(c(C(F)(F)F)n1)CCc1ccccc1-2	4	1.4	1	0.9	8	-2	1	97	-4	7
13	COc1ccc(CNC(=O)CSc2nc(-c3ccccc3)cc(-c3cccs3)c2C#N)cc1	-9	1.1	-9	1	-1	-12	1.1	100	9	3
14	CCOC(=O)C(=O)Nc1cc(Cl)ccc1C	2	0.97	-23	0.9	5	-3	1	93	-2	10
15	CC(C)CNC(=O)CC(=O)NN=C1CCCC1	-3	2.3	-5	0.9	6	-10	1.1	94	3	14
16	Cc1ccc(OCC(=O)N2CCCC(CCC(=O)N(C)CCc3ccccn3)C2)cc1 (stereo not drawn)	15	0.96	-9	1.1	-8	6	0.9	97	-15	-1
17	COc1ccc(S(=O)(=O)N(CCCN2CCCC2=O)Cc2cc3c(C)ccc(C)c3[nH]c2=O)cc1	5	0.38	1	0.8	25	-9	1.1	104	-5	-34
18	CCOC(=O)C1(CCOC)CCN(Cc2ccccc2-c2ccco2)CC1	-12	0.91	2	0.9	6	-7	1.1	99	12	7
19	COC(=O)C1(CCSC)NC(c2ccco2)C2C(=O)N(C)C(=O)C21 (stereo not drawn)	10	1.2	-3	0.9	15	-6	1.1	104	-10	1
20	Cc1ccc(S(=O)(=O)NCCCC(=O)O)cc1	8	1.1	8	1	1	-5	1	110	-8	19
21	O=C(O)CN1CCN(Cc2ccc(F)cc2Cl)C1=O	-5	1.5	5	1.1	-6	-7	1.1	105	5	3
22	CC(=O)Nc1c(NC(C)(C)C)c2ccccc2oc1=O	-13	1.1	-3	1.1	-10	-3	1	103	13	8
23	O=C(Cn1cnc2ccccc21)Nc1ccc(F)c(F)c1	-3	1.2	6	0.9	5	-8	1.1	89	3	4
24	Cc1cccc(N/C(N)=N/c2nc(C)cc(=O)[nH]2)c1	5	1.4	15	1.1	-14	-3	1	100	-5	4
25	COC(=O)c1cnn2c(C(F)(F)F)cc(-c3ccccc3)nc12	0	1.3	-12	0.9	10	-4	1	106	0	-1

Copied from the list.
compound 8 in APP 5'UTR act is entered as 4
compound 21 in FLuc act counter is entered as 1.1
compound 6 in FLuc act counter is entered as 1.1
compound 16 in FLuc inhib CS is entered as 6
compound 14 in APP 5UTR inh is entered as 2

(cont.)
No.	canonical_smiles	APP 5UTR inh	NF-kB expr up	TLR4 MyD88 comp	Diaphorase act	Diaphorase inh	FLuc inhib CS	FLuc act counter	STAT1 activator	APP 5'UTR act	G6PDH CS
26	O=c1c2ccccc2ncn1Cc1cccc2ccccc12	8	1.1	13	0.9	11	3	1	100	-8	6
27	CCCc1cc(NCC2CCCO2)n2c(nc3ccccc32)c1C#N (stereo not drawn)	4	0.77	1	0.6	43	3	1	94	-5	10
28	Cc1ccc2nc(N3C(=O)C(O)=C(C(=O)c4ccco4)C3c3cccs3)sc2c1 (stereo not drawn)	-171	2.3	-5	0.9	14	2	1	123	170*	3
29	CCOC(=O)C1=C(CC)OC(N)=C(C#N)C1c1cc(OC)ccc1OC (stereo not drawn)	-2	1.1	-6	0.8	21	-8	1.1	93	2	12
30	O=C(Cn1cc(Cl)ccc1=O)c1ccc(Cl)cc1	8	1.3	-13	0.9	10	-4	1	94	-8	0
31	COc1ccc(-c2cc(C(F)F)n3ncc(C(=O)n4ccnc4C)c3n2)cc1	5	0.97	-4	0.8	18	-5	1.1	104	-5	-13
32	CCOC(=O)CC(NS(=O)(=O)Cc1ccccc1)c1ccc(C)cc1 (stereo not drawn)	-2	1.1	-4	0.8	16	-2	1	105	2	6
33	CCC(C)NC(=O)CN(c1ccc(Cl)c(Cl)c1)S(C)(=O)=O (stereo not drawn)	5	1.1	-6	1	4	-7	1.1	90	-5	8
34	CC1CCN(c2oc(-c3ccccc3F)nc2C#N)CC1	-6	1.8	-3	0.9	8	-3	1	113	6	-12
35	CC(=O)Nc1ccc(NC(=O)CSc2nc3ccccc3o2)cc1	-9	1.5	1	1	0	-5	1	106	9	-2
36	Cc1ccc(C(=O)NCC(=O)OCC(=O)NC2CCCC(C)C2C)s1 (stereo not drawn)	16	1.1	1	0.9	12	-9	1.1	98	-16	0
37	Cc1ccccc1OCC(=O)N(Cc1cccs1)C1CCS(=O)(=O)C1 (stereo not drawn)	-6	0.93	-6	0.9	6	-3	1	100	6	5
38	Cc1cc(Cl)c(S(=O)(=O)N2CCN(c3ccccn3)CC2)cc1OCC(N)=O	-19	0.54	1	1	0	-3	1	89	19	4
39	COc1ccc(C)cc1NC(=S)Nc1ccccc1SC	-12	1.1	1	1	5	-3	1	104	12	0
40	CCc1ccc(C2=CC(c3cc(Br)ccc3F)n3ncnc3N2)cc1 (stereo not drawn)	27	1.1	17	0.7	26	-1	1	111	-27	2
41	CCCCC1(CC(=O)OC)C(=O)N(c2ccccc2)N(c2ccccc2)C1=O	7	0.95	-6	0.9	8	-6	1.1	100	-7	0
42	CN(C)S(=O)(=O)c1cccc(C(=O)OCC(=O)Nc2sccc2C#N)c1	1	1.7	-3	1	3	0	1	113	-1	8
43	CCOC(=O)CSc1nnc(-c2ccc(OC)cc2OC)o1	7	0.96	10	1	-1	14	0.9	97	-7	2
44	COc1ccc(CCn2c(-c3ccco3)nc3ccccc3c2=O)cc1OC	0	0.27	6	0.9	14	-8	1.1	104	0	-21
45	Cc1cnc(C(=O)OCC(=O)c2cc(C)n(C)c2C)cn1	-4	1.1	-6	0.9	8	-2	1	105	4	6
46	COC(CNC(=O)C(=O)NCC1OCCN1C(=O)c1ccc(Cl)cc1)OC (stereo not drawn)	2	1.3	5	1	3	-11	1.1	102	-2	14
47	CCC1CCCCN1C(=O)CSc1nc2ccsc2c(=O)n1Cc1ccccc1 (stereo not drawn)	-11	0.48	-17	0.7	30	-4	1	91	11	2
48	O=[N+]([O-])c1nn(-c2ccc3c(c2)OCCO3)n(O)c1=NCCCO	-35	1.6	6	0.9	6	-4	1	117	35	7
49	CCOC(=O)c1ccc(NC(=S)NCCCn2ccnc2)cc1	-17	1.2	0	1	2	-6	1.1	97	17	6
50	O=C(c1ccc(F)cc1)C(CN1CCOCC1)c1ccccc1 (stereo not drawn)	95*	0.79	17	1	3	-7	1.1	74	-95	6
51	Cn1cccc1Cc1nnc(SCC(=O)Nc2nccs2)n1CCc1ccccc1	21	1	-14	0.9	8	-1	1	100	-21	-20
52	Nn1c(Nc2ccc(Cl)cc2)nncc1=O	5	1.3	-21	1	4	-4	1	109	-5	10
53	O=C(Nc1ccc(F)cc1)c1c(Cl)nc2ccccn12	-30	1.4	-2	0.9	14	-4	1	128	30	3
54	COc1cccc(C(=O)NCc2nnc(SCC(=O)Nc3nccs3)n2-c2cccc(C)c2)c1	-1	1.3	-13	0.8	21	-7	1.1	94	1	8
55	CCCC(=O)Nc1cc(=O)n(C)c(=O)n1C	-35	1.6	12	0.8	18	-3	1	95	35	8
56	CC1CCC(C(C)C)C(OCC(O)CN2CCCC(C)C2)C1 (stereo not drawn)	-6	1.1	2	0.9	13	-8	1.1	93	6	-1
57	C(=N\Nc1nc(Nc2ccccc2)nc(Nc2ccccc2)n1)/c1cccnc1	-6	0.56	-3	1	-5	0	1	115	6	6
58	COc1ccccc1NC(=O)c1cc(S(=O)(=O)N2CCOCC2)ccc1Cl	18	0.8	8	0.8	23	-7	1.1	100	-18	5
59	COc1ccc(N2CCN(c3oc(COc4ccc(Cl)cc4)nc3C#N)CC2)cc1	4	1	-2	0.8	19	-1	1	106	-4	-2
60	O=[N+]([O-])c1cc(C(F)(F)F)ccc1N1CCN(S(=O)(=O)c2ccc3c(c2)CCCC3)CC1	-17	0.69	-5	0.9	14	-8	1.1	98	17	-5

Part of the list above, as labelled records.
(55) CCCC(=O)Nc1cc(=O)n(C)c(=O)n1C
  APP 5UTR inh: -35
  NF-kB expr up: 1.6
  TLR4 MyD88 comp: 12
  Diaphorase act: 0.8
  Diaphorase inh: 18
  FLuc inhib CS: -3
  FLuc act counter: 1
  STAT1 activator: 95
  APP 5'UTR act: 35
  G6PDH CS: 8

(56) CC1CCC(C(C)C)C(OCC(O)CN2CCCC(C)C2)C1 (stereo not drawn)
  APP 5UTR inh: -6
  NF-kB expr up: 1.1
  TLR4 MyD88 comp: 2
  Diaphorase act: 0.9
  Diaphorase inh: 13
  FLuc inhib CS: -8
  FLuc act counter: 1.1
  STAT1 activator: 93
  APP 5'UTR act: 6
  G6PDH CS: -1
